RAM network inh – blocks the yeast RAM network | AID 868 | 190,000 tested, 1.8% active | S. cerevisiae dse1pr::URA3 reporter, 5-FOA growth OD615, 2 d; analog-sensitive cbk1-as2 kinase mutant strain | inhibition, % at 50 µM;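 active = inhibition above a set limit, 3 SD over mean compound inhibition, cut at about 8.4% in these data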;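 note: 0% = DMSO-only wells with no growth and 100% = 10 µM 1-NA-PP1 full growth; inhibition rescues growth on 5-FOA so higher OD means more RAM inhibition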
FLuc inh counter – Photinus pyralis luciferase inhibition counter-screen | P08659 | inhibition, % at 10 µM | AID 1006 | ATPLite firefly luciferase biochemical luminescence, 10 min | 200,000 tested, 1.5% active;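 active = inhibition above about 50% when tested at 10 µM, limit read from the data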
Target sequence (P08659 whole entry, looked up): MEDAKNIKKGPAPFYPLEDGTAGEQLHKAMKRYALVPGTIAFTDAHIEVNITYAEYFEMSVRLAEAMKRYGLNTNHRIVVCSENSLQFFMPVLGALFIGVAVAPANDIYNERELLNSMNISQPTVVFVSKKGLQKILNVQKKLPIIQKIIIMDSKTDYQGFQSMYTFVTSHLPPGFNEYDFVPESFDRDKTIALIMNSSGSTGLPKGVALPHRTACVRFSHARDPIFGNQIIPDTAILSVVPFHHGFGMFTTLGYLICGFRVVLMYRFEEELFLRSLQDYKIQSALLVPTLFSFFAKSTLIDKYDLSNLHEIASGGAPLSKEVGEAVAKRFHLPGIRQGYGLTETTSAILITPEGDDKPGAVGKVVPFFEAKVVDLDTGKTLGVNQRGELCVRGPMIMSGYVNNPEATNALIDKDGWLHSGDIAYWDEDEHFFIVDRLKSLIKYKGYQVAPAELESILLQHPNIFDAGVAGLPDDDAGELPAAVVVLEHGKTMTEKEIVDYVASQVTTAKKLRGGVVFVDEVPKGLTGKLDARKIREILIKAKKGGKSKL
STAT3 act – activators of IL-6 induced STAT3 signaling; AID 871; 190,000 tested, 0.91% active; activation (% of control), % at 5.6 µM; U3A cells, IL-6 STAT3-luciferase reporter, luminescence; 100% = signal with IL-6 EC80 alone;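 active = activation above the screen-wide mean of compound activation plus 3 SD, cut at about 130% in these data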;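 note: 0% = background luminescence of wells with medium and substrate only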
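System – human U3A cells carrying STAT3-luciferase construct · Probe or stimulus – Interleukin-6, 33 ng/mL · Schedule – compound 1 h, then IL-6 6 h at 37 °C · Signal – luminescence from STAT3-driven luciferase reporter · Evaluation – percent of IL-6-only median luminescence · Benchmarks – IL-6-only high control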
APP 5UTR inh – APP translation inhibition | AID 1285 | SH-SY5Y APP 5'UTR-luciferase reporter, luminescence | 190,000 tested, 0.82% active | inhibition, % at 2 µM;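 active = inhibition above a set limit, derived from the sample mean plus 3 SD, cut at about 45% in these data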; note: values of inactives mirror those of a sister screen read the other way
STAT3 inh – inhibitors of IL-6 induced STAT3 signaling | U3A cells, IL-6 STAT3-luciferase reporter, luminescence; host cell line lacks STAT1 | 190,000 tested, 0.89% active | inhibition, % at 5.5 µM | AID 862;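 active = inhibition above the mean inhibition across all screened compounds plus 3 SD, cut at about 44% in these data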;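 note: 0% = DMSO only wells and 100% = 100 µM nifuroxazide control wells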
Hsp70 activator – Hsp70 transcriptional activation, primary screen | HeLa Hsp70 promoter luciferase reporter, luminescence; scaled: vehicle 0, proteasome-inhibitor control 100% | activation, % at 10 µM | 200,000 tested, 0.04% active;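 active = activation above the mean across all tested compounds plus 3 SD, cutoff set per campaign, cut at about 5.5% in these data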;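 note: 100% = MG132 at 30 µM as the positive control and 0% = DMSO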
APP 5'UTR act – activates APP 5'UTR luciferase reporter; activation, % at 2 µM; AID 1276; 190,000 tested, 1% active; SH-SY5Y APP 5'UTR luciferase reporter, luminescence; zero percent = DMSO vehicle wells;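 active = activation above a set limit, based on mean plus 3 SD of controls, cut at about 140% in these data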; note: values of inactives mirror those of a sister screen read the other way
NF-kB neuron act – NF-kB expression increase, human neuronal cells; 190,000 tested, 1.6% active; NF-kB reporter expression; hits give high values; fold change at 12.5 µM; AID 1239; in the data active = fold change above about 3.3
STAT1 inh – STAT1 signaling inhibition. NIH 3T3 STAT1-luciferase reporter, IFN-gamma, luminescence. 200,000 tested, 0.35% active. inhibition, % at 5.5 µM;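 active = inhibition above a set limit, the mean inhibition across all tested compounds plus 3 SD, cut at about 34% in these data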;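 note: 0% = IFN-gamma with DMSO and 100% = IFN-gamma with 300 µM nifuroxazide; values of inactives mirror those of a sister screen read the other way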
STAT1 activator – increases IFN-gamma driven STAT1 reporter signal; activation (% of control), % at 5.5 µM; NIH 3T3 STAT1-luciferase reporter, luminescence; 100% = IFN-gamma alone, no compound; AID 932; 200,000 tested, 2.6% active;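 active = activation above the screen-wide mean activation plus 3 SD, cut at about 130% in these data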;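 note: raw ratio to IFN-gamma control signal so 100% means no change and 0% no light; values of inactives mirror those of a sister screen read the other way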
Starred values were filed as active, the others as inactive.

How did CCS(=O)(=O)n1nc(-c2cccnc2)nc1NCc1ccc(F)cc1 do in these assays?
RAM network inh: 0.4; FLuc inh counter: -12; STAT3 act: 98; APP 5UTR inh: 0; STAT3 inh: 8; Hsp70 activator: -0.3; APP 5'UTR act: 0; STAT1 inh: 6; STAT1 activator: 95

How did CC1SC(c2ccccc2Cl)NC1=O (configuration not stated) do in these assays?
RAM network inh: -0.6; FLuc inh counter: -2; STAT3 act: 97; APP 5UTR inh: 16; STAT3 inh: 4; Hsp70 activator: -0.1; APP 5'UTR act: -16; NF-kB neuron act: 1.1; STAT1 inh: 0; STAT1 activator: 100

What do the screens show for `O=C(Nc1cccc(Oc2ccc3c(c2)C(=O)NC3=O)c1)c1cccs1`?
RAM network inh: 1.7; FLuc inh counter: -5; STAT3 act: 97; APP 5UTR inh: 22; STAT3 inh: 9; Hsp70 activator: -0.2; APP 5'UTR act: -22; NF-kB neuron act: 0.96; STAT1 inh: 2; STAT1 activator: 98

How did Cc1nn(C)cc1CNC(=O)C1(C)CC1(Cl)Cl (configuration not stated) do in these assays?
RAM network inh: 0.4; FLuc inh counter: 0; STAT3 act: 104; APP 5UTR inh: 8; STAT3 inh: 0; Hsp70 activator: -0.4; APP 5'UTR act: -8; NF-kB neuron act: 1.6; STAT1 inh: 3; STAT1 activator: 97

Results for CCC1CCCCN1CCNC(=O)CCS(=O)(=O)c1ccc(Br)cc1 (configuration not stated) ?
RAM network inh: 0.0; FLuc inh counter: -3; STAT3 act: 114; APP 5UTR inh: -6; STAT3 inh: -15; Hsp70 activator: 0.0; APP 5'UTR act: 6; NF-kB neuron act: 0.92; STAT1 inh: -7; STAT1 activator: 107

Results for CCSC1=C(C#N)C(c2ccccc2Cl)CC(=O)N1 (configuration not stated) ?
RAM network inh: 0.7; FLuc inh counter: 6; STAT3 act: 104; APP 5UTR inh: 15; STAT3 inh: -2; Hsp70 activator: -0.2; APP 5'UTR act: -15; NF-kB neuron act: 0.77; STAT1 inh: 7; STAT1 activator: 93

What do the screens show for `NNC(=O)CN1CCN(c2ncc(C(F)(F)F)cc2Cl)CC1`?
RAM network inh: 2.2; FLuc inh counter: -8; STAT3 act: 98; APP 5UTR inh: -9; STAT3 inh: 10; Hsp70 activator: 0.1; APP 5'UTR act: 9; NF-kB neuron act: 1.6; STAT1 inh: 9; STAT1 activator: 92

How did COc1ccc(F)cc1C(=O)C1CCCN(Cc2c[nH]c3ccccc23)C1 (configuration not stated) do in these assays?
RAM network inh: 0.7; FLuc inh counter: -3; STAT3 act: 117; APP 5UTR inh: 14; STAT3 inh: -13; Hsp70 activator: -0.4; APP 5'UTR act: -15; NF-kB neuron act: 1; STAT1 inh: 12; STAT1 activator: 89

Results for N#Cc1cccc(C(c2nnnn2CCc2ccccc2)N2CCN(C3CCCCC3)CC2)c1 (configuration not stated) ?
RAM network inh: 0.0; FLuc inh counter: -8; STAT3 act: 124; APP 5UTR inh: 15; STAT3 inh: -22; Hsp70 activator: 0.2; APP 5'UTR act: -15; NF-kB neuron act: 0.83; STAT1 inh: -5; STAT1 activator: 104

Results for CC(C(=O)NC(=O)NC1CCCCC1)N1CCN(c2ccccn2)CC1 (configuration not stated) ?
RAM network inh: 1.5; FLuc inh counter: -21; STAT3 act: 103; APP 5UTR inh: -8; STAT3 inh: 1; Hsp70 activator: -0.4; APP 5'UTR act: 8; NF-kB neuron act: 0.86; STAT1 inh: 6; STAT1 activator: 95

What do the screens show for `O=C(Nc1ccccc1N1CCCCC1)c1ccc(F)cc1`?
RAM network inh: 1.1; FLuc inh counter: -7; STAT3 act: 99; APP 5UTR inh: -11; STAT3 inh: 1; Hsp70 activator: -0.1; APP 5'UTR act: 11; NF-kB neuron act: 1.2; STAT1 inh: -2; STAT1 activator: 99

Results for COc1cc(NC(=O)CN(C)C2CCCCC2)c(C)cc1[N+](=O)[O-] ?
RAM network inh: 1.6; FLuc inh counter: -6; STAT3 act: 98; APP 5UTR inh: -6; STAT3 inh: 4; Hsp70 activator: -0.1; APP 5'UTR act: 6; NF-kB neuron act: 1; STAT1 inh: 9; STAT1 activator: 92

What do the screens show for `CCOC(=O)N1CCN(C(=O)CN(Cc2ccc(Cl)cc2)S(=O)(=O)c2ccccc2)CC1`?
RAM network inh: 0.0; FLuc inh counter: -1; STAT3 act: 102; APP 5UTR inh: 3; STAT3 inh: 1; Hsp70 activator: -0.2; APP 5'UTR act: -3; NF-kB neuron act: 0.87; STAT1 inh: 4; STAT1 activator: 97

What do the screens show for `COc1ccc(C2CC(c3ccc(F)cc3)Nc3nc(N)nn32)cc1` (configuration not stated)?
RAM network inh: -0.2; FLuc inh counter: -7; STAT3 act: 107; APP 5UTR inh: -26; STAT3 inh: -8; Hsp70 activator: -0.1; APP 5'UTR act: 26; NF-kB neuron act: 1.1; STAT1 inh: 1; STAT1 activator: 100

How did O=C(NCCn1ccc2ccccc21)c1ccc(S(=O)(=O)N2CCOCC2)cc1 do in these assays?
RAM network inh: 6.0; FLuc inh counter: -6; APP 5UTR inh: -11; APP 5'UTR act: 11; NF-kB neuron act: 0.91

What do the screens show for `Cc1oc(C(C)(C)C)cc1C(=O)N1CCCC1C(=O)O` (configuration not stated)?
RAM network inh: -0.2; FLuc inh counter: -6; STAT3 act: 104; APP 5UTR inh: -2; STAT3 inh: -1; Hsp70 activator: -0.1; APP 5'UTR act: 2; NF-kB neuron act: 1.1; STAT1 inh: -6; STAT1 activator: 106

What do the screens show for `O=C(Cn1cc2c(n1)CCCCC2)N1CCc2ccccc21`?
RAM network inh: 2.7; FLuc inh counter: -2; STAT3 act: 126; APP 5UTR inh: -27; STAT3 inh: -25; Hsp70 activator: 0.2; APP 5'UTR act: 27; NF-kB neuron act: 1.1; STAT1 inh: -8; STAT1 activator: 107

How did Cc1cccc(-c2nnc3n2N=C(c2ccccc2Br)CS3)c1 do in these assays?
RAM network inh: 3.0; FLuc inh counter: -3; STAT3 act: 102; APP 5UTR inh: -16; STAT3 inh: 2; Hsp70 activator: -0.3; APP 5'UTR act: 16; NF-kB neuron act: 2.1; STAT1 inh: -11; STAT1 activator: 110

How did Clc1ccc(-n2c(SC/C=C/c3ccccc3)nnc2-c2cccnc2)cc1 do in these assays?
RAM network inh: 1.6; FLuc inh counter: -7; STAT3 act: 92; APP 5UTR inh: -3; STAT3 inh: 9; Hsp70 activator: -0.2; APP 5'UTR act: 3; NF-kB neuron act: 0.89; STAT1 inh: 5; STAT1 activator: 95

Results for CCOC(=O)c1cn(CC)c2ccc(Br)cc2c1=O ?
RAM network inh: 0.5; FLuc inh counter: -4; STAT3 act: 96; APP 5UTR inh: -5; STAT3 inh: 9; Hsp70 activator: -0.4; APP 5'UTR act: 5; NF-kB neuron act: 1; STAT1 inh: 4; STAT1 activator: 96

Results for O=C(Cc1coc2ccc3ccccc3c12)N1CCCC1 ?
RAM network inh: -0.8; FLuc inh counter: -3; STAT3 act: 101; APP 5UTR inh: -2; STAT3 inh: 2; Hsp70 activator: 0.6; APP 5'UTR act: 2; NF-kB neuron act: 0.98; STAT1 inh: 7; STAT1 activator: 93

What do the screens show for `N#C/C(=C(/O)COc1cccc2ccccc12)c1nc2ccccc2[nH]1`?
RAM network inh: 2.6; FLuc inh counter: -4; STAT3 act: 91; APP 5UTR inh: 0; STAT3 inh: 14; Hsp70 activator: 0.1; APP 5'UTR act: 0; NF-kB neuron act: 1.4; STAT1 inh: 3; STAT1 activator: 97

What do the screens show for `CN(C)c1cc[n+](/C(C(=S)Nc2ccc(SC(F)F)cc2)=C(/[O-])c2ccccc2)cc1`?
RAM network inh: 2.6; FLuc inh counter: -4; STAT3 act: 95; APP 5UTR inh: 16; STAT3 inh: 10; Hsp70 activator: -0.3; APP 5'UTR act: -16; NF-kB neuron act: 1.1; STAT1 inh: 1; STAT1 activator: 98

What do the screens show for `CC(=O)c1cccc(NC(=O)N2CCC(c3ccc(C)cc3)C2)c1` (configuration not stated)?
RAM network inh: 0.6; FLuc inh counter: 22; STAT3 act: 95; APP 5UTR inh: 0; STAT3 inh: 10; Hsp70 activator: -0.1; APP 5'UTR act: 0; NF-kB neuron act: 1.6; STAT1 inh: -10; STAT1 activator: 107

How did CC(C)CNc1nc(Oc2ccc(=O)[nH]n2)nc(N(C)C)n1 do in these assays?
RAM network inh: 2.5; FLuc inh counter: -4; STAT3 act: 104; APP 5UTR inh: 6; STAT3 inh: -8; Hsp70 activator: 0.1; APP 5'UTR act: -6; NF-kB neuron act: 0.95; STAT1 inh: 2; STAT1 activator: 98

Results for CCn1cc(CNC(=O)NC2CCCCC2)c(C)n1 ?
RAM network inh: 1.5; FLuc inh counter: 24; STAT3 act: 98; APP 5UTR inh: -29; STAT3 inh: 6; Hsp70 activator: -0.2; APP 5'UTR act: 29; NF-kB neuron act: 1.4; STAT1 inh: -28; STAT1 activator: 125

Results for Cc1ccc(C)c(S(=O)(=O)NCc2ccc(C(=O)NCc3ccco3)cc2)c1 ?
RAM network inh: 2.1; FLuc inh counter: -7; STAT3 act: 94; APP 5UTR inh: -1; STAT3 inh: 11; Hsp70 activator: -0.1; APP 5'UTR act: 1; NF-kB neuron act: 1; STAT1 inh: 2; STAT1 activator: 102

What do the screens show for `CNC(=S)N(Cc1ccco1)Cc1cc2cc(OC)c(OC)cc2[nH]c1=O`?
RAM network inh: 5.0; FLuc inh counter: -8; STAT3 act: 105; APP 5UTR inh: 12; STAT3 inh: -4; Hsp70 activator: -0.3; APP 5'UTR act: -12; NF-kB neuron act: 1.3; STAT1 inh: -15; STAT1 activator: 114

How did Cc1ccccc1CN1C(=O)CSc2ccc(C(=O)N3CCOCC3)cc21 do in these assays?
RAM network inh: 1.6; FLuc inh counter: -3; STAT3 act: 100; APP 5UTR inh: 8; STAT3 inh: 4; Hsp70 activator: -0.1; APP 5'UTR act: -8; NF-kB neuron act: 0.99; STAT1 inh: 6; STAT1 activator: 93

What do the screens show for `CCCCNC(=O)CCCCCn1c(=O)[nH]c2cc(C(=O)OC)ccc2c1=O`?
RAM network inh: 0.7; FLuc inh counter: -1; STAT3 act: 108; APP 5UTR inh: 7; STAT3 inh: -3; Hsp70 activator: 0.2; APP 5'UTR act: -7; NF-kB neuron act: 1.2; STAT1 inh: -2; STAT1 activator: 102

How did COc1ccc(S(=O)(=O)Nc2cc(C(=O)NCCC(C)C)ccc2N2CCOCC2)cc1 do in these assays?
RAM network inh: 0.8; FLuc inh counter: -5; STAT3 act: 97; APP 5UTR inh: -2; STAT3 inh: 8; Hsp70 activator: 0.0; APP 5'UTR act: 2; NF-kB neuron act: 1.1; STAT1 inh: 5; STAT1 activator: 96

What do the screens show for `O=C(Nc1ccccc1Br)c1ccc(OC(=S)N2CCOCC2)cc1`?
RAM network inh: 5.4; FLuc inh counter: 1; STAT3 act: 90; APP 5UTR inh: -78; STAT3 inh: 14; Hsp70 activator: -0.4; APP 5'UTR act: 78; NF-kB neuron act: 2.3; STAT1 inh: -40; STAT1 activator: 135*
